# FUS yeast rescue: FUS proteinopathy suppression in yeast; S. cerevisiae FUS-expressing, growth rescue, OD600, 24 h; AID 1347120; Potency, µM (doses to about 76.6 µM), for inactives: top-dose growth rescue (activation), usual class: activators; hit rate 0.24% among 390,000;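 note: potency is the fitted concentration of half-maximal effect; plate controls were DMSO vehicle for no effect and reference control for full effect; nearly all actives have a fitted effect of over 55% in size; some results filed as inactive show a strong effect at the top dose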
#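 Read-out: OD at 600 nm after 24hr at 30C, reporting rescue of FUS-induced yeast toxicity. Cells at OD 0.005 in galactose (2%) minimal medium; compounds tested in a dilution series; CP55940 titration from 92uM final as control.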
# PTHR1 agonist: agonists of human PTHR1 parathyroid hormone receptor; HEK293 GP2 PTHR1 cells, GloSensor cAMP luminescence, 1 h; Potency, µM (highest dose often 115 µM), for inactives: top-dose activation, most hits filed as activators; hit rate 0.075% among 410,000; note: potency is the fitted concentration of half-maximal effect; nearly all actives have a fitted effect of over 55% in size; some results filed as inactive show a strong effect at the top dose; inactives centre near -15; many of its hits are not listed in these tables
# Target sequence (Q03431 whole entry, looked up): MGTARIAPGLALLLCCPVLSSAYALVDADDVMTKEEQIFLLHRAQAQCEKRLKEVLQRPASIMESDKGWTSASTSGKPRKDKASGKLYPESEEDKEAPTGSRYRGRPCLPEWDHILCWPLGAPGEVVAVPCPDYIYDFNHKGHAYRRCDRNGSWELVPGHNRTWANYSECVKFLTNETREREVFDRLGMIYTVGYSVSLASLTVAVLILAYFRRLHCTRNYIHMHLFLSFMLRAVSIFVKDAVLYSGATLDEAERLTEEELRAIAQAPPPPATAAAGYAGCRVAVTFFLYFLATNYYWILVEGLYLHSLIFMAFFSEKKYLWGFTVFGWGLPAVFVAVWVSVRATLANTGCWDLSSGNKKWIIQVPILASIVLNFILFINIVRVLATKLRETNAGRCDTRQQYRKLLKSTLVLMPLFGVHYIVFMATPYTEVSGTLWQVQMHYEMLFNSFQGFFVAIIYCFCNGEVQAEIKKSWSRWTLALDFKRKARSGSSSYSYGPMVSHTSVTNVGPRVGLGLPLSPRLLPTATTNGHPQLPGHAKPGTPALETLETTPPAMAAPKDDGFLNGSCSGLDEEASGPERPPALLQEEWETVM
#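 HEK-293-derived GP2 cells expressing PTHR1 and a GloSensor cAMP reporter, 3,000/well, plated overnight, given luciferin plus IBMX (each 0.5 mM as added) for 1 h at 37 °C, then compound for 1 h at 37 °C. Luminescence was read after 15 min at room temperature.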
# GLP1R inv ag: GLP-1 receptor (human) inverse agonism. HEK293 GLP-1R CRE-luciferase, luminescence, 24 h; GLP-1R form is constitutively active. Potency, µM (doses to about 38.3 µM), for inactives: at the top dose activity change, negative = inhibition, hits mostly inhibitors. hit rate 1.6% among 410,000; note: potency is the fitted concentration of half-maximal effect; % is set by controls: 0 for no effect and ±100 for the full control effect; nearly all actives have a fitted effect of over 55% in size
# Target sequence (P43220 whole entry, looked up): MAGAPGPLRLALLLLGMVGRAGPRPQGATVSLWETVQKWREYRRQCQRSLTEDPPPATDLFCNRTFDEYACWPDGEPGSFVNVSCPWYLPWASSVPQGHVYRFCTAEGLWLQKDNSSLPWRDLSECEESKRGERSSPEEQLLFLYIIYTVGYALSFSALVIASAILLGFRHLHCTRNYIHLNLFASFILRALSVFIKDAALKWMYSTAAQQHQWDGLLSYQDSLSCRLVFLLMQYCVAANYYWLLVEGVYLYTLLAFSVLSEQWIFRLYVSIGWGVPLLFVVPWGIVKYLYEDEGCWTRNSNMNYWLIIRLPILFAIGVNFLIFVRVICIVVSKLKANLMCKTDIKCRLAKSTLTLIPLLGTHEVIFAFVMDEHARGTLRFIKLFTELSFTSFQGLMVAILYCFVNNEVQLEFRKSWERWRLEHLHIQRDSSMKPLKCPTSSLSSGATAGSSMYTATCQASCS
#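 HEK293 cells stably co-expressing constitutively active GLP-1R and a cAMP-responsive luciferase reporter were seeded in DMEM with 10% Nu serum, given compounds after 12 h, and incubated 24 h at 37 deg C. Luminescence was then read.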
# GLP1R cytotox: cytotoxic in the GLP-1 receptor inverse agonist counter-screen; HEK293 cAMP-luciferase reporter cells, luminescence, 24 h; Potency, µM (titrated, usually from 38.3 µM), for inactives: top-dose activity change, negative = inhibition, most hits filed as inhibitors; hit rate 0.13% among 410,000; AID 624418;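 note: loss of luciferase light is scored as toxicity; potency is the fitted concentration of half-maximal effect; % is set by controls: 0 for no effect and ±100 for the full control effect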
#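 1536-well qHTS counterscreen of the MLSMR; 200 cells/uL, 12 h pre-incubation, 23 nL cpd, 24 h at 37 deg C 5% CO2, luciferase detection reagent, 12 min RT, luminescence. Inhibition = undesired.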
# MmCpn inh: inhibitors of Methanococcus maripaludis chaperonin (MmCpn) | AID 504842 | Potency, µM (highest dose often 76.9 µM), for inactives: top-dose activity, negative = inhibition, hits mostly inhibitors | hit rate 0.031% among 330,000 | purified Mm-Cpn ATPase, ADP Transcreener TR-FRET; note: potency is the fitted concentration of half-maximal effect; % is set by controls: 0 for no effect and ±100 for the full control effect; nearly all actives have a fitted effect of over 80% in size
#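 25 nM Mm-CPN + cpd, 10 min 37°C; + 10 uM ATP, 30 min 37°C; buffer 30 mM Tris pH 7.4, 100 mM KCl, 5 mM MgCl2, 1 mM DTT; Transcreener ADP HTRF detection 30 min RT.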
# Akt phos inh: Akt phosphorylation inhibition. Neuro2A IGF-stimulated pAkt S473 HTRF, 20 min; hits give low values. activity change, % for hits at 50 µM. hit rate 0.32% among 360,000. AID 651550; in the data active = activity change below about -80%; inconclusive = mostly about -51% to -80%; note: % is set by controls: 0 for no effect and ±100 for the full control effect
#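 Single-point screen (50 µM final compound) in Neuro2A cells stimulated 20 min with 6 nM IGF at 37 deg C. After lysis, Ser473-phosphorylated Akt read by HTRF (ex 330 nm, em 615/665 nm) as the 665/615 ratio.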
# TDP-43 yeast inh: inhibitors of TDP-43 toxicity in yeast. Potency, µM (doses to about 46.1 µM), without a hit: at the top dose growth rescue (activation), actives largely listed as activators. hit rate 1.8% among 410,000. TDP-43 expressing yeast growth rescue, BacTiter-Glo, 24 h; note: potency is the fitted concentration of half-maximal effect; % of control where 0% means no effect; nearly all actives have a fitted effect of over 50% in size
#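 Readout is BacTiter-Glo luminescence of cell growth, so inhibitors register as activators. TDP-43-expressing yeast at OD600=0.02 in galactose medium, after raffinose pregrowth to mid-log, were incubated with compound for 24 hr at 30 deg C.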
# Abeta yeast res: restores growth of yeast expressing A-beta42 peptide; yeast expressing A-beta42, growth rescue, OD600, 48 h; response scale: 0% DMSO, 100% iron-clioquinol control; hit rate 0.063% among 410,000; Potency, µM (series often up to 46.1 µM), without a hit: at the top dose growth rescue, actives largely listed as activators; note: potency is the fitted concentration of half-maximal effect; nearly all actives have a fitted effect of over 55% in size
#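 Yeast growth medium received pinned compounds, then yeast cells expressing toxic A-beta were added; plates incubated at 30 C for 48 hr. Growth read as absorbance at 600 nm, normalized to DMSO and equimolar FeCl3 plus clioquinol controls.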
# aSyn rescue: alpha-synuclein toxicity inhibition in yeast; Potency, µM (top dose mostly 46.1 µM), without a hit: top-dose growth rescue (activation), actives largely listed as activators; AID 652106; hit rate 0.14% among 370,000; Yeast expressing alpha-synuclein, growth rescue, BacTiter-Glo, 24 h; note: potency is the fitted concentration of half-maximal effect; % of control where 0% means no effect; nearly all actives have a fitted effect of over 65% in size
#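 Rescue of yeast growth: cells expressing toxic alpha-synuclein, induced in galactose at OD600 0.02, incubated with compound 24 h at 30 C. ATP luminescence quantified growth; inhibitors of toxicity appear as activators.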
# Active calls of the source: *; i = inactive; ? = inconclusive; / = not tested or not shown; [ ] = another dose, or the depositor's remark. Unless noted, calls come from the whole dose curve; as a rule, active = well fitted curve in the direction sought with a large enough effect; inconclusive = small, poorly fitted or top-dose-only effect, or another doubt; inactive = no such curve, though single readings can be large; an effect the other way counts as inactive or inconclusive. The list is partial (hit frequency here may not be typical).
SMILES,FUS yeast rescue,PTHR1 agonist,GLP1R inv ag,GLP1R cytotox,MmCpn inh,Akt phos inh,TDP-43 yeast inh,Abeta yeast res,aSyn rescue
Cc1cccc(C(O)c2ncc(-c3ccccc3)[nH]2)c1C (stereo unspecified),-13%,-18%,0%,0%,/,i,21%,-2%,-4%
COc1cccc(C2Nc3ccccc3C(=O)N2O)c1O (stereo unspecified),13%,10%[57.5 µM],6%,-6%,0%,-118%*,-4%,-27%,1%
COc1ccc(Cl)cc1NC(=S)N1CCCCCC1,22%,i,?,9%,1%,i,5%,23%,0%
COc1cccc2cc(-c3cc(=O)oc4cc(C)c(O)cc34)oc12,-15%,-26%,12%,-5%,1%,i,6%,/,1%
COc1ccc(CNC(=O)Cn2nc(C)c3nn(-c4ccc(Cl)cc4)c(C)c3c2=O)cc1,25%,-3%,7%,3%,/,/,26%,3%,/
CC(=O)C1=C(O)C(=O)N(c2ccc(O)cc2)C1c1ccccc1Cl (stereo unspecified),10%,-1%,5%,-7%,-3%,i,-18%,-2%,-4%
Cc1cc(Cl)ccc1OCC(=O)Nc1ccccc1N1CCOCC1,9%,-25%,?,14%,-2%,i,13µM*,4%,2%
CC1(C)C(=O)OC(C(=O)c2ccccc2)C2(CCCCC2)C1=O (stereo unspecified),/,i,-8%,-3%,-1%,i,?,22%,4%
Cc1ccc(C)c(NC(=O)CN(C)S(=O)(=O)c2ccccc2)c1,6%,-4%[57.5 µM],6%,7%,-3%,i,3%,4%,4%
O=c1cc(CSc2nnc(-c3ccco3)o2)c2ccccc2[nH]1,14%,i,0%,3%,-1%,i,16%,14%,-4%
CCOC(=O)c1ccc(CNC(=O)Cn2nnc(-c3ccccc3)n2)o1,5%,i,-16%,-3%,-3%,i,-5%,8%,-2%
COc1ccccc1NS(=O)(=O)c1cc(NC(=O)c2ccc(=O)[nH]c2)ccc1N1CCOCC1,25%,i,69%[activator],1%,-4%,i,22%,6%,2%
CC(CC(=O)NCc1ccc(F)cc1)c1ccccc1 (stereo unspecified),-3%,-1%,-5%,-12%,2%,i,11%,28%,23%
CN(Cc1ccccc1Cl)C(=O)C1CCC(=O)N(CCc2cccc(F)c2)C1 (stereo unspecified),/,i,-1%,7%,-11%,i,0%,0%,13%
O=C(Nc1ccccc1)c1cc(C2COCCN2C(=O)CCCc2ccccc2)on1 (stereo unspecified),34%,i,5%,-3%,/,i,?,4%,9%
CC1CCCCN1Cc1ccc(-c2nn[nH]n2)cc1 (stereo unspecified),-1%,i,10%,-12%,3%,i,-1%,10%,3%
COc1cc(C)c(CN2CCSCC2)cc1C,-15%,i,0%,2%,1%,i,-6%,0%,-5%
CN(C)C(CNC(=O)c1ccc(S(=O)(=O)Nc2ccccc2F)cc1)c1ccccc1 (stereo unspecified),/,-53%[inhibitor],-11%,8%,0%,i,7%,-4%,0%
CCOCCn1ccc2c(OCC(=O)Nc3cc(C)cc(C)c3)cccc2c1=O,7%,i,-18%,0%,/,/,?,-1%,/
Cc1cc(NC(=O)c2cccnc2Cl)ccc1NC(=O)c1cc2ccccc2o1,-2%,-22%,-9%,0%,2%,i,19%,-12%,0%
CCCCCCCCCCCCN1C/C(=C\C(=O)OCC)c2cc(C(F)(F)F)ccc2S1(=O)=O,-14%,-11%,9%,-3%,2%,i,-2%,4%,1%
COc1cc2nc(Nc3ccc(C)c(Cl)c3)nc(N)c2cc1OC,26%,-18%,3.2µM*,?,5%,i,13%,-54%[inhibitor],-50%[inhibitor]
Cc1ccc(C(=O)N2CCc3ccccc32)cc1,-10%,-28%[57.5 µM],?,2%,1%,i,9%,-8%,-19%
O=C(CCCc1ccccc1)NCCc1ccc(F)cc1,6%,-3%,?,26%,1%,i,?,26%,8%
CC(C)Cc1cc(C(=O)N2CCCC(C(=O)c3cc(F)ccc3F)C2)n(C)n1 (stereo unspecified),23%,-28%,?,-4%,1%,i,-10%,7%,23%

# Random excerpt: 5 compounds from above
SMILES,FUS yeast rescue,PTHR1 agonist,GLP1R inv ag,GLP1R cytotox,MmCpn inh,Akt phos inh,TDP-43 yeast inh,Abeta yeast res,aSyn rescue
CC(C)Cc1cc(C(=O)N2CCCC(C(=O)c3cc(F)ccc3F)C2)n(C)n1 (stereo unspecified),23%,-28%,?,-4%,1%,i,-10%,7%,23%
O=c1cc(CSc2nnc(-c3ccco3)o2)c2ccccc2[nH]1,14%,i,0%,3%,-1%,i,16%,14%,-4%
COc1cc(C)c(CN2CCSCC2)cc1C,-15%,i,0%,2%,1%,i,-6%,0%,-5%
COc1cc2nc(Nc3ccc(C)c(Cl)c3)nc(N)c2cc1OC,26%,-18%,3.2µM*,?,5%,i,13%,-54%[inhibitor],-50%[inhibitor]
Cc1ccc(C)c(NC(=O)CN(C)S(=O)(=O)c2ccccc2)c1,6%,-4%[57.5 µM],6%,7%,-3%,i,3%,4%,4%

# Continuation.
SMILES,FUS yeast rescue,PTHR1 agonist,GLP1R inv ag,GLP1R cytotox,MmCpn inh,Akt phos inh,TDP-43 yeast inh,Abeta yeast res,aSyn rescue
Cc1ccc(Cl)cc1NC(=O)c1ccccc1OCC(=O)N1CCOCC1,7%,-19%,-53%,-5%,2%,i,-3%,7%,2%
O=S(=O)(NCC1CCN(c2ccc(S(=O)(=O)N3CCOCC3)cc2)CC1)c1ccc(F)cc1,34%,-77%[inhibitor],7%,16%,-3%,i,23%,-9%,-2%
COc1ccccc1NC(=O)CSc1nc2ccccc2c2nc(-c3ccccc3)nn12,-20%,i,3%,2%,/,/,?,-8%,/
CCN(C(=O)COC(=O)/C=C/c1ccccc1Cl)c1c(N)n(Cc2ccccc2)c(=O)[nH]c1=O,-15%,i,-7%,15%,-2%,i,?,0%,-3%
S=c1[nH]nc(COc2ccccc2)n1/N=C/c1cccs1,-10%,i,-8%,-12%,-3%,i,0%,-9%,-10%
COc1ccc(C(CNC(=O)Cc2c(F)cccc2Cl)N2CCCCC2)cc1 (stereo unspecified),18%,-10%,-4%,-13%,0%,i,/,9%,-8%
CCCC[C@@H]1CNC(=O)C(=O)N1CCCc1cc(OC)c(OC)c(OC)c1,-14%,-4%,10%,2%,2%,i,-19%,-8%,1%
COc1ccccc1Cc1c(C2CCCCC2)nc2cc(C)c(Br)c(C)n12,4%,-22%,?,6%,/,i,17%,4%,13%
Cc1c(CN2CCc3c([nH]c4ccccc34)C2C2CCCCC2)cnn1C (stereo unspecified),6%,-36%[inhibitor],-83%,?,0%,i,-19%,-8%,-1%
CCOC(=O)N1CCc2c(sc3c2c(=O)n(CCc2ccccc2)c(=O)n3CC(=O)Nc2cccc(C)c2)C1,3%,-23%,-7%,3%,/,/,17%,-3%,/
COc1ccc(C2NC(=O)NC(O)(C(F)(F)F)C2C(=O)c2ccc(F)cc2)cc1 (stereo unspecified),-1%,i,-11%,-13%,0%,i,-11%,17%,3%
O=S1(=O)CCN(Cc2ccc(Cl)cc2)CC1,-3%,-9%,23%,-2%,1%,i,0%,6%,-3%
C/C(=N\NC(=O)CSc1nnc(C)s1)c1ccc(O)cc1,/,i,-1%,-11%,-1%,i,-10%,10%,-2%
Cc1ccc2nc(-c3sc4nc(C)cc(C)c4c3N)[nH]c2c1,/,-20%,3%,92%[activator],-12%,i,22%,-12%,-19%
COc1cccc(-c2cnc3c(NC=O)cc(-c4cccc(C(=O)N(C)C)c4)cn23)c1,?,-16%,?,-9%,/,i,-13%,-20%,-2%
COC(=O)[C@H](CCSC)NC(=O)NCc1ccc(S(N)(=O)=O)cc1,20%,i,5%,-9%,0%,/,-15%,8%,7%
CC1CN(C(=O)COC(=O)c2ccc(N(C)C)cc2)CC(C)O1 (stereo unspecified),-30%,i,9%,5%,-23%,i,0%,-11%,7%
CC(C)C(=O)NC(Nc1ccccc1F)C(Cl)(Cl)Cl (stereo unspecified),-9%,-19%[57.5 µM],0%,2%,-1%,i,2%,-3%,9%
CCNc1cc(O)ccc1C,-3%,i,3%,1%,-6%,i,20%,-13%,0%
CC1CCCN(C(=O)C2COc3ccccc3O2)C1 (stereo unspecified),-2%,-24%,?,-27%,-5%,i,?,1%,-3%
CC(=O)N1CCN2C(=O)C1CCCC(=O)c1cc(C3CCCCC3)ccc12 (stereo unspecified),2%,-7%[57.5 µM],46%[activator],15%,0%,i,10%,5%,-5%
O=C(CCC(=O)c1ccc(F)cc1)OCc1nnc(-c2ccc([N+](=O)[O-])cc2)o1,/,i,-14%,-21%,0%,i,23%,4%,4%

# Four of these compounds in another layout:
canonical_smiles	FUS yeast rescue	PTHR1 agonist	GLP1R inv ag	GLP1R cytotox	MmCpn inh	Akt phos inh	TDP-43 yeast inh	Abeta yeast res	aSyn rescue
COc1cccc(-c2cnc3c(NC=O)cc(-c4cccc(C(=O)N(C)C)c4)cn23)c1	?	-16%	?	-9%	/	i	-13%	-20%	-2%
O=C(CCC(=O)c1ccc(F)cc1)OCc1nnc(-c2ccc([N+](=O)[O-])cc2)o1	/	i	-14%	-21%	0%	i	23%	4%	4%
CC1CN(C(=O)COC(=O)c2ccc(N(C)C)cc2)CC(C)O1 (stereo unspecified)	-30%	i	9%	5%	-23%	i	0%	-11%	7%
COc1ccc(C2NC(=O)NC(O)(C(F)(F)F)C2C(=O)c2ccc(F)cc2)cc1 (stereo unspecified)	-1%	i	-11%	-13%	0%	i	-11%	17%	3%
